# BCLXL inh – Bcl-xL (human) inhibition; Q07817; GST-Bcl-xL / FITC-Bim BH3 peptide fluorescence polarization; inhibition, % at 10.9 µM; hit rate 0.7% among 320,000; AID 2129;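 active means inhibition above the mean of all tested compounds plus 3 SD, cutoff set per campaign, cut at about 30% in these data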;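 further: 0% = DMSO wells and 100% = unlabeled Bim-BH3 peptide competitor; inhibitors lower millipolarization by displacing the labeled peptide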
# Target sequence (Q07817 whole entry, looked up): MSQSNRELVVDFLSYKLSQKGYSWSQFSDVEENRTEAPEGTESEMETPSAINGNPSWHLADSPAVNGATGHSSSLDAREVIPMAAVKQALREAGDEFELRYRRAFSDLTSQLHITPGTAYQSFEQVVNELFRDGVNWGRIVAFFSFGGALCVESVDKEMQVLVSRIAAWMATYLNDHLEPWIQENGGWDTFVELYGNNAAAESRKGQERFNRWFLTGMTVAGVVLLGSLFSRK
# PME-1 primary – blocks human protein phosphatase methylesterase 1; hit rate 0.53% among 320,000; Q9Y570; recombinant PME-1, FP-Rh probe fluorescence polarization; inhibition, % at 5.9 µM;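 active means inhibition above the campaign mean of all compounds plus 3 SD, cut at about 26% in these data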;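 further: competitive labeling of PME-1 active site by serine hydrolase directed probe; 0% = PME-1 with DMSO and 100% = wells lacking PME-1 enzyme; inhibitors block probe labeling so polarization falls and inhibition rises; many of its hits are not listed in these tables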
# Target sequence (Q9Y570 whole entry, looked up): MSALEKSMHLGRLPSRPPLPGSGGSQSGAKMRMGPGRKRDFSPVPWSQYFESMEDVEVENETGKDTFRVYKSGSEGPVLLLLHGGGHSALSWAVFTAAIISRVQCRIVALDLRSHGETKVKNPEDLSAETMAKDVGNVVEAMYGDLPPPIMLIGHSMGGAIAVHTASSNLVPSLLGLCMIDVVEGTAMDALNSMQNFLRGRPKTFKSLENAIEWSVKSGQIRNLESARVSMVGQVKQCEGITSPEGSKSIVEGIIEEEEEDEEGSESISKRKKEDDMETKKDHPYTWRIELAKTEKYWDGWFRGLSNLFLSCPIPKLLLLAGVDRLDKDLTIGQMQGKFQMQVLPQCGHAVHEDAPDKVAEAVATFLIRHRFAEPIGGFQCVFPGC
# GRK2 inh – inhibitors of human GRK2 displacing RNA aptamer | inhibition of aptamer binding, % at 10 µM | hit rate 0.59% among 330,000 | P25098 | bead flow cytometry, FAM-aptamer displacement from GRK2;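 active means inhibition of aptamer binding above 40%, roughly 3 SD of noise, on plates passing a quality check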;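 further: median bead fluorescence of bound FAM aptamer so fluorescent compounds give negative values; no value below 0 was filed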
# MCL1 BIM primary – MCL1-BIM-BH3 interaction inhibition (human); GST-MCL1 / FITC-Bim-BH3 fluorescence polarization; Q07820; AID 2057; hit rate 0.68% among 320,000; inhibition, % at 10.9 µM;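 active means inhibition above the mean inhibition of all tested compounds plus 3 SD, set per campaign, cut at about 40% in these data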;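 further: 0% = DMSO wells and 100% = unlabeled Bim-BH3 peptide control; higher means more loss of mP so more displacement of Bim peptide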
# GLD-1 TGE inh – GLD-1-TGE RNA interaction inhibition (C. elegans) | purified GLD-1 + fluorescein TGE RNA, fluorescence polarization | inhibition, % at 5.96 µM | Q17339 | hit rate 0.44% among 320,000;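 active means percent inhibition above a per-plate cutoff, the plate mean of test compounds plus 3 SD, cut at about 30% in these data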;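 further: 0% = DMSO wells with GLD-1 and probe and 100% = wells lacking GLD-1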
# Target sequence (Q17339 whole entry, looked up): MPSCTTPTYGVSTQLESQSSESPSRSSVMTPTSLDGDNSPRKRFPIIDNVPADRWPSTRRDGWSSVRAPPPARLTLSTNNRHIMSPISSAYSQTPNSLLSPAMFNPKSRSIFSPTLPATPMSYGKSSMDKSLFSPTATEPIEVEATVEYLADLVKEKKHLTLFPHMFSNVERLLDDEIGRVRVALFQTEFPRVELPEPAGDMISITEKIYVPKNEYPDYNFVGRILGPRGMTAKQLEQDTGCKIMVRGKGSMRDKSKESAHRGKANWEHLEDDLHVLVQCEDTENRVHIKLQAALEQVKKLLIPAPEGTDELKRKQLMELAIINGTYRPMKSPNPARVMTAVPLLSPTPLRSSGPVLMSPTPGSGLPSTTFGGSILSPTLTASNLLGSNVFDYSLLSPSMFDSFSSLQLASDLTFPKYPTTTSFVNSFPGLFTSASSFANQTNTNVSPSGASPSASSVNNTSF
# Fam108B inh – Fam108B inhibition, counter-screen for RBBP9 inhibitors | recombinant Fam108B, FP-Rh probe fluorescence polarization | inhibition, % at 9.51 µM | hit rate 0.33% among 300,000;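 active means inhibition above the screen mean inhibition plus 3 SD, computed separately per campaign, cut at about 18% in these data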;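 further: inhibitors lower polarization as less probe binds the enzyme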
# MEX-5 binding – C. elegans MEX-5 TCR-2 RNA binding activity | MEX-5/FITC-TCR2 RNA binding, fluorescence polarization; hits give low values | activity score (negative = inhibition of binding), % at 10 µM | AID 1832 | hit rate 0.38% among 300,000;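 active means inhibition past about -25% in most replicates, and total fluorescence under double the plate's negative control median, limit read from the data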;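 further: 0% = DMSO and -100% = 5 µM competing unlabeled TCR2 RNA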
# Efflux pump inh – inhibitors of Candida antifungal efflux pumps expressed in yeast; inhibition, % at 10 µM; hit rate 0.44% among 330,000; S. cerevisiae Candida pump triplex, Nile Red efflux;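 active means plate passing quality check with inhibition over a set limit, or well fluorescence over plate mean plus 4 SD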;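 further: Nile Red retained in pooled yeast measured as flow cytometry median fluorescence; 0% = buffer negative control and 100% = Enniatin B positive control; higher means more Nile Red kept so more efflux inhibition; some compounds called inactive have numbers as strong as hits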
# VLA-4 inh – inhibition in a human VLA-4 binding assay | AID 2557 | VLA-4 expressing cells, ligand binding flow cytometry | hit rate 0.2% among 330,000 | inhibition, % (about 7 µM as worked out from the volumes in the protocol); in the data active means inhibition above about 50%
# * hit, by the source's call; x = not tested or not shown; & = joins results of further samples.
SMILES,BCLXL inh,PME-1 primary,GRK2 inh,MCL1 BIM primary,GLD-1 TGE inh,Fam108B inh,MEX-5 binding,Efflux pump inh,VLA-4 inh
COc1ccc(-n2c(=O)c(CCC(=O)N3CCN(c4ccccc4O)CC3)nc3ccccc32)cc1,6,0,0,-1,6,1,2.0,0.0,3
CCCC(=O)Nc1ccc(S(=O)(=O)Nc2nccs2)cc1,3,-4,2,2,-3,7,1.0,0.0,-4
O=C(c1ccco1)N1CCCN(Cc2nc(Cc3ccccc3)no2)CC1,1,3,4,9,0,5,-1.3,-0.1,-4
N/C(=N\OC(=O)CC1CCCCC1)c1cccc([N+](=O)[O-])c1,4,4,0,3,-1,4,-1.1,0.3,-15
CCCC(c1nnnn1Cc1ccco1)N1CCN(c2cc(Cl)ccc2C)CC1 (stereo unspecified),12,6,0,2,0,5,x,0.1,4
COc1ccc(S(=O)(=O)N2CCN(C(=O)CSC(=S)N3CCCC3)CC2)cc1,5,2,4,7,7,x,x,0.1,5
CCCc1cc(=O)[nH]c(SCC(=O)N2CCCCCC2)n1,x,x,2,x,-4,x,x,-0.2,-9
CN1N=C(C(=O)N2CCCC(N3CCN(c4ccc(F)cc4)CC3)C2)CCC1=O (stereo unspecified),4,4,0,-1,-4,3,0.3,-0.4,-8
CN(C)C(=O)c1nc2ccc(Cl)cn2c1CNCc1cccc(OC(F)(F)F)c1,5,-1,2,4,2,-1,1.6,0.0,27
O=C(CN1C(=O)c2ccccc2C1=O)Nc1ccccc1C(F)(F)F,0,-2,0,12,-1,-1,2.3,0.1,13
O=C1CCCC(O)=C1N=Nc1ccc2c(c1)OCO2,-6,-5,2,-8,-10,1,7.3,-0.1,8
COC(=O)C1=C(C)N(Cc2ccccc2)C(=NCc2cc(OC)c(OC)c(OC)c2)N[C@H]1c1ccc(Br)cc1,x,x,0,x,6,x,x,0.0,23
CC(C)[C@H](NC(=O)c1ccccc1)C(=O)NC1CCCCCCC1,x,x,0,x,1,x,x,0.2,26
Cc1[nH]c(C)c(S(=O)(=O)N2CCCCC2)c1C(=O)N1CCCCC1,6,0,4,3,-2,0,-2.2,-0.1,21
COc1ccc2nc(NC(=O)Cc3cccs3)sc2c1,0,7,1,0,-2,7,-1.4,0.0,-1

# Reprinted from above for reference:
SMILES,BCLXL inh,PME-1 primary,GRK2 inh,MCL1 BIM primary,GLD-1 TGE inh,Fam108B inh,MEX-5 binding,Efflux pump inh,VLA-4 inh
CCCc1cc(=O)[nH]c(SCC(=O)N2CCCCCC2)n1,x,x,2,x,-4,x,x,-0.2,-9
CN1N=C(C(=O)N2CCCC(N3CCN(c4ccc(F)cc4)CC3)C2)CCC1=O (stereo unspecified),4,4,0,-1,-4,3,0.3,-0.4,-8

# Further results:
SMILES,BCLXL inh,PME-1 primary,GRK2 inh,MCL1 BIM primary,GLD-1 TGE inh,Fam108B inh,MEX-5 binding,Efflux pump inh,VLA-4 inh
O=C(O)C1CCCN1S(=O)(=O)c1ccc(Br)cc1 (stereo unspecified),3,-4,4,1,-10,-1,-0.1,0.0,7
CCN(C1CCCCC1)S(=O)(=O)CCNC(=O)c1ccc2c(c1)OCO2,5,-1,3,1,1,-3,2.1,0.0,21
C[C@]12CC[C@@H]3c4ccc(OS(=O)(=O)O)cc4CC[C@H]3[C@@H]1CCC2=O,1&7&1,-2&3&-4,1&0&3,4&11&8,0&-4&7,-3&-6&-2,4.4&0.4,-0.1&0.0&0.1,8&14&38
CCOC(=O)c1ccc(NC(=S)NCCC2=CCCCC2)cc1,7,-6,5,5,4,-8,3.5,0.1,9
CCCCCCCCCCCCCCCC[n+]1cccc2ccccc21,13,9,0,8,0,13,x,1.1*,-23
Cc1c(NC(=O)c2ccc(S(=O)(=O)N3CC(C)OC(C)C3)cc2)c(=O)n(-c2ccccc2)n1C (stereo unspecified),4,4,2,6,-3,-1,9.1,0.1,5
O=[N+]([O-])c1cccnc1N1CCN(c2ccc(F)cc2)CC1,4,6,3,6,1,4,-1.5,-0.1,2
Cc1cc(CSc2ccccc2)ccc1NC(=O)c1ccc(CN2CCOCC2)cc1,6,-4,2,5,7,-2,-2.3,-0.6,-1
Cc1cc(C(=O)N/N=C/c2cc(Br)cc(Br)c2OC(=O)c2cccc(F)c2)n[nH]1,5,-2,2,16,3,-12,1.3,0.1,13
O=C(Nc1ccccc1)c1cc2ccccc2o1,6,-7,2,10,6,3,1.0,-0.2,-2
COCCNC(=S)c1ccc(Br)cc1,11,-1,0,13,5,1,0.9,0.1,2
COc1ccc(Cn2c(=O)[nH]c3cc(C(=O)NCCCN4CCCCC4)ccc3c2=O)cc1,4,7,0,0,-11,-1,x,-0.2,-9
Cc1ccc(NC(=S)Nc2c(C)n(C)n(-c3ccccc3)c2=O)cc1Cl,4,-8,3,5,0,-5,-0.8,0.0,8
COC(=O)c1ccc(C2C(C#N)=C(N)Oc3cc(O)ccc32)cc1 (stereo unspecified),-4,11,0,-12,-1,-4,-3.1,-0.1,-12
CS(=O)(=O)N(Cc1ccc(Cl)cc1)c1ccc(C(=O)NCCSCc2ccco2)cc1,3,-1,2,9,6,10,2.9,-0.2,-2
CCc1nnc(NC(=O)CSc2nccn2-c2cc(C)cc(C)c2)s1,5,-1,0,6,2,2,0.8,-0.1,-7
COc1ccc(C(=O)N2CC3(C)C4CCC3(C)C2(C#N)C4)cc1OC (stereo unspecified),3,1,2,4,2,3,1.0,0.0,-2
COc1ccc(C(=O)NC(=S)Nc2ccc3[nH]c(=O)[nH]c3c2)cc1,7,5,1,17,4,1,-0.8,0.1,-7
Cc1ccc(NC(=O)CN2CCCN(S(=O)(=O)c3ccc(Br)s3)CC2)cc1,1,7,0,5,2,-1,-1.1,0.2,16
Cc1ccc(S(=O)(=O)Nc2ccc3oc(=O)sc3c2)c(C)c1,9,-1,1,13,11,9,-1.1,0.0,2
Cc1ccn2c(=O)nc(SCC(=O)Nc3cc(C)on3)nc2c1,9,-10,0,12,5,-1,-26*,0.3,0
O=C(O)C1CCCCC1C(=O)Nc1cccc(C(=O)N2CCCCC2)c1 (stereo unspecified),-5,0,1,1,7,-1,-0.8,0.0,15
COc1ccc(NC(=O)c2cc(-c3cccs3)on2)cc1OC,3,7,2,2,1,4,-0.3,0.1,-4
Cc1ccc(C(=O)Nc2c[nH]c(=O)[nH]c2=O)cc1,0,1,0,-4,6,1,-0.7,0.2,-6
O=C(O)c1cc(O)c2c(c1)[C@H]([C@H]1c3cc(C(=O)O)cc(O)c3C(=O)c3c(O[C@@H]4O[C@H](CO)[C@@H](O)[C@H](O)[C@H]4O)cccc31)c1cccc(OC3O[C@H](CO)[C@@H](O)[C@H](O)[C@H]3O)c1C2=O (stereo partly specified),94*,71*,99*,110*,29,97*,-98*,0.0,2
Cc1ccc(C(=O)C(C)OC(=O)c2cc(=O)[nH]c3ccccc23)cc1 (stereo unspecified),5,-7,3,-4,5,-5,0.4,-0.1,-22
Cc1cccc(OCC(=O)Oc2ccc(Cl)cc2)c1,1,2,2,0,3,2,2.6,0.1,2
c1ccc2c(-n3cnnn3)cccc2c1,13,1,0,11,10,3,-1.2,0.0,-7
Cc1ncc(CO)c(CNc2ccc(-c3nc4ccccc4[nH]3)cc2)c1O,x,x,0,x,x,x,0.1,-0.2,-3
O=C1CC2c3ccccc3C1C1C(=O)N(Cc3ccccc3)C(=O)C21 (stereo unspecified),3,6,1,7,3,1,-0.8,-0.3,4
COc1ccc(CC(=O)NCc2nnc(SCCOc3ccccc3)n2C)cc1,9,-4,1,3,0,1,1.6,-0.1,-3
COC(=O)N/N=C(\C)c1ccc(-n2ccnc2)cc1,-2,-3,4,2,8,2,1.4,0.1,4
CCn1c(COc2ccc3c(c2)OCO3)nnc1SCC(=O)c1ccccc1,-4,-1,0,3,4,2,2.2,0.1,1
S=c1[nH]nc(C2CCCCC2)n1/N=C/C=C/c1ccccc1,-16,2,2,-13,7,-5,-1.4,0.3,33
Cc1ccc(S(=O)(=O)N(Cc2ccccc2)c2ccccn2)cc1[N+](=O)[O-],3,8,0,7,5,-1,1.8,0.0,6
C=CCNC(=O)c1cccn1-c1ccsc1C(=O)OC,6,-2,0,8,9,1,2.6,0.0,-9
Cc1cccc(N(C(=O)CCC(=O)Nc2cc(C)on2)C(C(=O)NC2CCCC2)c2ccccc2)c1 (stereo unspecified),2,3,1,2,4,-1,3.3,0.2,5
COc1cc(OC)c(C(=O)Nc2ccc(C(=O)c3ccccc3)cc2)cc1OC,1,-4,3,11,1,-4,-1.6,0.0,20
CC[C@@H](CCC=C(C)C)C(=O)N(Cc1ccccc1)c1ccccc1,1,2,0,-3,-4,x,x,0.2,16
CC(C)OP(=O)(c1ccc(N(C)C)cc1)C(O)c1ccncc1 (stereo unspecified),1,0,0,-3,-2,-2,2.5,0.0,0
CC(C)c1nc(C(=O)N2CCCC(CCC(=O)N(C)CCc3ccccn3)C2)cs1 (stereo unspecified),4,0,0,9,-4,3,0.6,0.1,1
CC(c1ccccc1)N1CC(C(=O)N2CCCC(C(N)=O)C2)CC1=O (stereo unspecified),1,-5,2,6,2,x,x,-0.1,6
CC(C)Cn1cnc2c1c(=O)n(CC(=O)NN)c(=O)n2Cc1ccccc1,0,-3,17,-1,-6,0,1.7,-0.1,-2
Cn1c(=O)c(C(=O)c2ccccc2)nc2ccccc21,6,-9,3,4,-7,12,1.3,0.1,23
COc1ccc(CCNC(=O)CCn2c(SCC(=O)N3CCCC3)nc3ccccc3c2=O)cc1OC,0,0,0,5,0,1,-3.2,0.0,5
CN1CCN(CC(=O)Nc2ccccc2[N+](=O)[O-])CC1,1,-12,0,3,6,3,2.9,0.2,20
Cc1cc(=O)[nH]c(SCC(=O)N2c3ccccc3CC2C)n1 (stereo unspecified),14,0,0,13,10,1,-0.8,0.0,10
O=C1CCC(C(=O)NCCCn2ccnc2)N1 (stereo unspecified),4,-3,0,-4,-2,-4,-0.8,0.0,30
OC(c1nc2ccccc2[nH]1)C(O)c1nc2ccccc2[nH]1 (stereo unspecified),6,3,2,-4,3,0,70,0.0,1
CCOc1ccc(CCNC(=O)C2CCN(c3nn4c(=O)cc(C)nc4s3)CC2)cc1OCC,1,-2,0,-1,-4,-5,0.4,0.0,4
CCOC(=O)[C@H]1[C@H]2COc3ccc(Br)cc3[C@@H]2N2C(=O)CN(Cc3ccc(C)cc3)C(=O)[C@@]12C,0,5,2,-1,0,x,x,0.3,17
CC1(c2ccccc2)CC(C)(C)N2C(=O)Cc3cccc1c32 (stereo unspecified),2,-12,50*,-4,3,-6,-0.7,-0.1,2
CC(C)CNC(=O)COc1ccc(Sc2ccc(OCC(=O)NCC(C)C)cc2)cc1,0,-3,0,-1,9,1,1.8,0.2,8
CC12CCC(C(=O)O)(C/C1=N\O)C2(C)C (stereo unspecified),3&2,-5&-3,0&0,2&3,4&0,-1&1,-0.8&3.4,-0.2&-0.1,-30&0
CC1Oc2ccccc2N(CC(=O)NCCCN2CCOCC2)C1=O (stereo unspecified),-2,-3,0,10,10,1,3.7,0.0,0
CCc1c(C)nc(SCC(=O)Nc2cccc(Br)c2)[nH]c1=O,0,-1,0,-2,-1,1,0.9,0.1,7
O=[N+]([O-])c1ccccc1NCc1ccccc1Cl,10,5,0,5,6,0,-1.0,0.0,-1
COc1cc(SC)ccc1C(=O)NCCOc1ccccc1Cl,2,3,0,7,7,3,2.0,0.1,23
COc1ccc(S(=O)(=O)N2CCOC23CCN(S(=O)(=O)c2cc(F)ccc2F)CC3)cc1,2,0,0,4,3,-3,0.9,-0.1,9

# Assay outcomes as filed in PubChem.

# Not all compounds are listed (hit frequency here may not be typical).
